# rCAG binder: r(CAG) repeat RNA binding; TO-PRO-1 dye displacement fluorescence; inhibition, % at 3 µM; actives 1.3% (n = 370,000); AID 651821;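 active = inhibition above the plate cutoff, the mean of all test compounds on that plate plus 3 SD, cut at about 35% in these data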;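 also: 0% = DMSO alone and 100% = 100 µM mitoxantrone as full dye displacement; higher means more dye released from RNA so lower well fluorescence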
# mABHD4 FP: inhibitors of mouse ABHD4; Q8VD66; purified mABHD4, FP-Rh probe fluorescence polarization; inhibition, % at 8.92 µM; actives 0.54% (n = 370,000);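 active = inhibition exceeding the mean over every tested compound plus 3 SD, cut at about 30% in these data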;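 also: 0% = plate median of compound wells and 100% = S159A mutant with DMSO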
#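 Doses – 8.92 µM, single dose · Material – wild-type mouse ABHD4 protein · Replication – single well per compound (singlicate) · Measure – percent inhibition of probe binding, normalized to plate controls · Schedule – 45 min compound pre-incubation plus 60 min probe step, 25 °C · Detection – fluorescence polarization with parallel and perpendicular emission, 525/598 nm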
# TCR-CD3 inh: human TCR-CD3 binding inhibition. actives 0.37% (n = 360,000). TAMRA-labeled TCR probe fluorescence, biochemical. inhibition, % at 9.4 µM; in the data active = inhibition above about 19%;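 also: recombinant mutant TCR 2C K166C tagged with TAMRA read by polarization; 0% = receptor in buffer alone and 100% = receptor with positive control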
# LEDGF integ inh: blocks HIV-1 LEDGF/p75-dependent DNA integration | TR-FRET IN-LEDGF/p75 DNA integration, Eu/Cy5 | inhibition, % at 3.7 µM | actives 0.64% (n = 370,000) | AID 743269;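 active = inhibition above the screen-wide mean plus 3 SD, cut at about 13% in these data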;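 also: signal is the Cy5 over europium emission ratio at 671 and 618 nm; 0% = plate median of compound wells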
# Rev-erbA mod: Rev-erb alpha (human) modulation; AID 1259318; activity, % at 10 µM; Rev-erbα–FITC-DNA binding, fluorescence polarization, 90 min; actives 0.79% (n = 370,000); P20393;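 active = activity above about 14%, limit read from the data; passing the limit was not always enough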;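 also: 0% = DMSO wells with 35 nM protein and 100% = DMSO wells with 750 nM protein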
# Target sequence (P20393 whole entry, looked up): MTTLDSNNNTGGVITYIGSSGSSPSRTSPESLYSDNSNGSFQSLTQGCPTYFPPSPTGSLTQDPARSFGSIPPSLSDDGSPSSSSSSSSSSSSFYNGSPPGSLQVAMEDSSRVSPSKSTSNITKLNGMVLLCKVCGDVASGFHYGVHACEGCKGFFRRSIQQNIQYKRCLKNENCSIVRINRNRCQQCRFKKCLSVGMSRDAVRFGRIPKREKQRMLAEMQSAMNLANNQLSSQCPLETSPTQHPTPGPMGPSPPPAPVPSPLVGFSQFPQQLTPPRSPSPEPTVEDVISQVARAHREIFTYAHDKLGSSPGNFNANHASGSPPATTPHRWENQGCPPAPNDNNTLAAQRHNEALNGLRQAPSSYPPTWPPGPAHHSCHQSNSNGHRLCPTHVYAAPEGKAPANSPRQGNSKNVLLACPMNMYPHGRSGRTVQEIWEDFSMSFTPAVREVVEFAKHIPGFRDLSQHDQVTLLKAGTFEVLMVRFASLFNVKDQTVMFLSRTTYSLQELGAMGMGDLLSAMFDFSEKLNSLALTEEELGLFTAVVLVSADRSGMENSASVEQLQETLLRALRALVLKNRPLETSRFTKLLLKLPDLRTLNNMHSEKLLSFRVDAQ
# TDP2 absorb: blocks human TDP2 phosphodiesterase activity; inhibition, % at 12.8 µM; actives 0.34% (n = 370,000); recombinant TDP2, T5PNP hydrolysis, p-nitrophenol absorbance 415 nm; O95551;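 active = inhibition above the mean of all tested compounds plus 3 SD, set per campaign, cut at about 25% in these data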;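 also: 0% = DMSO with enzyme and 100% = buffer with substrate but no TDP2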
#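 System: recombinant human TDP2 / Amount: 120 nM TDP2 per well / Also added: 5 mM T5PNP chromogenic substrate / Doses: 12.8 µM single point, 1% DMSO / Incubation: 2 h at 37 °C / Detection: p-Nitrophenol epi absorbance / Evaluation: % inhibition relative to enzyme-containing and enzyme-free wells / Repeats: singlicate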
# SIAE inh: blocks human sialic acid acetylesterase. Q9HAT2. SIAE FP-Rh probe binding, fluorescence polarization. inhibition, % at 9.66 µM. actives 0.69% (n = 370,000). AID 1053197;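 active = inhibition above a cutoff: mean of compounds within the control limits plus 3 SD of those, cut at about 17% in these data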;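 also: 0% = plate median of compound wells and 100% = probe without SIAE protein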
# PG9 binder: small molecules binding HIV-1 gp120 antibody PG9. TR-FRET gp120-PG9 antibody binding. inhibition, % at 6.7 µM. actives 0.43% (n = 360,000). AID 624416; in the data active = inhibition above about 8.5%
# PRMT1 inh: PRMT1 (human) inhibition, primary screen; recombinant PRMT1, activity-based probe fluorescence polarization; inhibition, % at 2.79 µM; actives 1.3% (n = 370,000);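 active = inhibition above about 21% made by adding two undisclosed values, limit read from the data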
# HTRA1 inh: blocks human HTRA1 serine peptidase; Q92743; actives 0.5% (n = 340,000); recombinant HTRA1, FP-rhodamine activity-based probe, fluorescence polarization; inhibition, % at 5.96 µM; AID 504803; in the data active = inhibition above about 36%;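 also: 0% = enzyme with DMSO and 100% = wells lacking enzyme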
# Target sequence (Q92743 whole entry, looked up): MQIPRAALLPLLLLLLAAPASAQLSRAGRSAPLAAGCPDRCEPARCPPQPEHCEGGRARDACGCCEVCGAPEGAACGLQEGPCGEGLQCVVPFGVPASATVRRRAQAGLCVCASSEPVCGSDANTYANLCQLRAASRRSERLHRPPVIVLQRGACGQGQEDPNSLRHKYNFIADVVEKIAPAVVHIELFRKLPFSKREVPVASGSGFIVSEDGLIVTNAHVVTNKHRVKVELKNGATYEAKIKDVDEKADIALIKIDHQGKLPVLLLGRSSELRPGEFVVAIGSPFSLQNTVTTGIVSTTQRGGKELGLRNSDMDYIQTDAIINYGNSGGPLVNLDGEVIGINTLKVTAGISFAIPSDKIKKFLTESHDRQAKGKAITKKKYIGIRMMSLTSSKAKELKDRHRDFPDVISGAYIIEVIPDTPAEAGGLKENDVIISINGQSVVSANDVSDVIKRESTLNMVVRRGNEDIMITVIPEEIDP
# Active calls of the source: *; nt = no result given. The list is partial; count on the stated rates, not on these rows.
SMILES,rCAG binder,mABHD4 FP,TCR-CD3 inh,LEDGF integ inh,Rev-erbA mod,TDP2 absorb,SIAE inh,PG9 binder,PRMT1 inh,HTRA1 inh
COCC(=O)N(C)C[C@H]1Oc2cc(Br)ccc2S(=O)(=O)N([C@H](C)CO)C[C@H]1C,-1,2,-4,0,-1,1,2,-0.8,2,3
Cc1ccc(S(=O)(=O)NCC(=O)OCC(=O)Nc2cccc(S(=O)(=O)N3CCOCC3)c2)cc1,9,-13,-12,27*,-1,-10,-5,-1.5,0,4
CC1(C(=O)O)CCCN(C(=O)c2ccc3c(c2)C(C)(C)CCC3(C)C)C1 (configuration not stated),16,-1,-1,-3,2,1,-3,0.2,5,nt
N#C/C(=C\c1cn(Cc2ccccc2)c2ccccc12)C(=O)NCc1ccco1,4,-14,8,-1,-1,2,-8,-1.5,1,-19
CCCC(=O)Nc1nn(CCC)c2nc3ccccc3cc12,3,0,-9,2,-4,-17,2,-4.2,0,1
CCOC(=O)c1[nH]c2ccccc2c1N=CN(C)C,1,-4,-10,-2,2,-11,1,-1.1,-1,-1
O=C(OCC(=O)N(Cc1ccccc1)Cc1ccccc1)c1ccccc1NCCO,-1,-8,3,3,-8,15,-10,0.1,0,-25
O=c1[nH]c(CSc2nc(-c3ccccc3)cs2)nc2ccccc12,3,-21,12,-1,1,-1,-3,1.7,-3,-35
C=CCNC(=O)c1c(Cl)cccc1Cl,-1,5,6,0,5,2,3,0.4,-1,-4
Cc1ccc(C)c(NS(=O)(=O)c2ccc(-c3ccc(=O)[nH]n3)o2)c1,5,-3,15,-3,2,-3,4,-0.8,1,7
O=C(CCC(=O)c1ccc(Cl)cc1)OCn1nnc2ccccc2c1=O,0,2,8,2,2,-1,-7,-0.9,-2,-3
CCN(CC)c1ccc(C(=O)OCC(=O)N2CCN(c3ccccc3)CC2)cc1,-5,3,9,0,-2,8,4,2.1,20,-3
COc1cc(S(=O)(=O)N2CCN(C)CC2)c(OC)cc1Cl,-3,5,8,0,-2,0,3,0.5,0,1
COc1ccccc1NS(=O)(=O)c1cc(NC(=O)c2ccc(Cl)nc2)ccc1Cl,17,-77,23*,-3,-6,-2,-140,-1.1,-3,-76
Cc1cc(C)n(CCC(=O)N/N=C/c2ccc(Cl)c([N+](=O)[O-])c2)n1,-2,2,-6,2,0,11,-2,0.3,4,nt
CCN(CC)CCCNC(=O)CSc1nc2c(c(C(F)(F)F)n1)CCc1ccccc1-2,-1,0,-2,0,-3,7,0,0.2,4,2
COc1ccc(CNC(=O)CSc2nc(-c3ccccc3)cc(-c3cccs3)c2C#N)cc1,3,1,2,-2,9,11,-3,3.0,-1,-3
CCOc1ccc(OCc2ccc(C(=O)N3CCCC(C)C3)cc2)cc1 (configuration not stated),-9,0,8,-3,-1,-8,2,-1.3,-3,-14
Cc1ccccc1-n1cnnc1SCC(=O)N1CCN(c2ccccc2)CC1,-2,7,-1,0,2,-8,8,-0.4,2,2
C/C(=N\NC(=O)COc1ccc(C#N)cc1)c1ccccc1OC(F)F,-3,-3,4,-2,-2,-6,2,-1.5,-3,-3
CNC(=O)[C@@H]1CCC(=O)N1,-1,1,-4,0,-4,11,4,1.0,-2,-1
CNC(=O)CSc1nnc(-c2ccc(S(=O)(=O)N3CCCC3)cc2)n1-c1cccc(C)c1C,-5,-4,10,3,1,5,0,-0.3,0,0
NC(=O)COc1ccccc1C1=NO[C@@](CC(=O)O)(C(=O)Nc2ccc3c(c2)OCCO3)C1,9,1,7,0,3,17,11,-1.0,0,4
CCN(CC)S(=O)(=O)c1ccc(C(=O)NCCCN=C2NS(=O)(=O)c3ccccc32)cc1,1,8,2,-3,-7,-1,-5,0.7,3,7

# 16 compounds out of the list, ordered by SMILES length, high to low:
SMILES,rCAG binder,mABHD4 FP,TCR-CD3 inh,LEDGF integ inh,Rev-erbA mod,TDP2 absorb,SIAE inh,PG9 binder,PRMT1 inh,HTRA1 inh
Cc1ccc(S(=O)(=O)NCC(=O)OCC(=O)Nc2cccc(S(=O)(=O)N3CCOCC3)c2)cc1,9,-13,-12,27*,-1,-10,-5,-1.5,0,4
NC(=O)COc1ccccc1C1=NO[C@@](CC(=O)O)(C(=O)Nc2ccc3c(c2)OCCO3)C1,9,1,7,0,3,17,11,-1.0,0,4
CCN(CC)S(=O)(=O)c1ccc(C(=O)NCCCN=C2NS(=O)(=O)c3ccccc32)cc1,1,8,2,-3,-7,-1,-5,0.7,3,7
COc1ccc(CNC(=O)CSc2nc(-c3ccccc3)cc(-c3cccs3)c2C#N)cc1,3,1,2,-2,9,11,-3,3.0,-1,-3
CCN(CC)CCCNC(=O)CSc1nc2c(c(C(F)(F)F)n1)CCc1ccccc1-2,-1,0,-2,0,-3,7,0,0.2,4,2
COc1ccccc1NS(=O)(=O)c1cc(NC(=O)c2ccc(Cl)nc2)ccc1Cl,17,-77,23*,-3,-6,-2,-140,-1.1,-3,-76
N#C/C(=C\c1cn(Cc2ccccc2)c2ccccc12)C(=O)NCc1ccco1,4,-14,8,-1,-1,2,-8,-1.5,1,-19
CCN(CC)c1ccc(C(=O)OCC(=O)N2CCN(c3ccccc3)CC2)cc1,-5,3,9,0,-2,8,4,2.1,20,-3
O=C(OCC(=O)N(Cc1ccccc1)Cc1ccccc1)c1ccccc1NCCO,-1,-8,3,3,-8,15,-10,0.1,0,-25
C/C(=N\NC(=O)COc1ccc(C#N)cc1)c1ccccc1OC(F)F,-3,-3,4,-2,-2,-6,2,-1.5,-3,-3
O=C(CCC(=O)c1ccc(Cl)cc1)OCn1nnc2ccccc2c1=O,0,2,8,2,2,-1,-7,-0.9,-2,-3
O=c1[nH]c(CSc2nc(-c3ccccc3)cs2)nc2ccccc12,3,-21,12,-1,1,-1,-3,1.7,-3,-35
COc1cc(S(=O)(=O)N2CCN(C)CC2)c(OC)cc1Cl,-3,5,8,0,-2,0,3,0.5,0,1
CCCC(=O)Nc1nn(CCC)c2nc3ccccc3cc12,3,0,-9,2,-4,-17,2,-4.2,0,1
CCOC(=O)c1[nH]c2ccccc2c1N=CN(C)C,1,-4,-10,-2,2,-11,1,-1.1,-1,-1
C=CCNC(=O)c1c(Cl)cccc1Cl,-1,5,6,0,5,2,3,0.4,-1,-4

# New compounds follow:
SMILES,rCAG binder,mABHD4 FP,TCR-CD3 inh,LEDGF integ inh,Rev-erbA mod,TDP2 absorb,SIAE inh,PG9 binder,PRMT1 inh,HTRA1 inh
Cc1ccc(OCC(=O)N2CCCC(CCC(=O)N(C)CCc3ccccn3)C2)cc1 (configuration not stated),-7,-1,10,6,-3,10,5,-0.3,-1,-1
COc1ccc(S(=O)(=O)N(CCCN2CCCC2=O)Cc2cc3c(C)ccc(C)c3[nH]c2=O)cc1,-2,-10,-3,5,4,0,-7,-0.3,4,-7
CCOC(=O)C1(CCOC)CCN(Cc2ccccc2-c2ccco2)CC1,-8,2,2,0,-1,6,-1,-1.9,-1,-3
Cc1ccc(C(=O)ONC(=O)c2ccc(Cl)cc2)cc1[N+](=O)[O-],-1,-1,-6,0,-1,-13,10,-1.2,-3,-1
CC(=C/c1ccccc1)/C=N/NC(=O)c1ccccn1,-4,-6,-1,-1,3,13,-3,-1.0,-4,nt
CCOC(=O)C(=O)Nc1cc(Cl)ccc1C,1,-6,3,2,-5,15,-7,0.0,-3,1
CC1Cc2ccccc2N1C(=O)Cn1cc(C(F)(F)F)ccc1=O (configuration not stated),1,3,1,4,10,7,-5,-1.4,-3,1
COC(=O)C1(CCSC)NC(c2ccco2)C2C(=O)N(C)C(=O)C21 (configuration not stated),-2,-5,-8,0,0,11,8,-0.6,-2,7
Cc1ccc(S(=O)(=O)NCCCC(=O)O)cc1,-3,4,9,0,8,2,5,0.4,-3,1
CC(=O)Nc1c(NC(C)(C)C)c2ccccc2oc1=O,-1,3,-2,-3,-1,6,21*,-1.2,-4,9
O=C(O)CN1CCN(Cc2ccc(F)cc2Cl)C1=O,2,1,2,-2,-1,2,6,-0.4,0,0
CCn1cnc2cc(NC(=O)COc3ccc(C)cc3)ccc21,4,0,1,-3,7,6,1,1.7,2,-8
CCOC(=O)C(=O)N(C)c1c(CC)nc2c(OCc3ccccc3)cccn12,-1,3,-9,-2,11,2,-2,0.8,5,nt
Cc1cccc(N/C(N)=N/c2nc(C)cc(=O)[nH]2)c1,1,0,-3,-3,1,5,-5,-0.5,-1,-1
O=C(Cn1cnc2ccccc21)Nc1ccc(F)c(F)c1,-7,2,1,-1,1,1,-4,-0.9,3,1
COc1ccc(Cc2nc3ccc(C(=O)N4CCC[C@H]4CO)cc3o2)cc1,-4,-6,-11,-8,-3,-8,-1,-0.8,5,1
CC1CCC(C(C)C)C(=O)/C1=C/c1ccc(N)cc1 (configuration not stated),-3,4,-3,6,6,-14,6,-0.6,-1,9
CN1CCN(c2ccc(S(=O)(=O)N3CCCCC3)cc2NC(=O)c2ccc(F)cc2F)CC1,-6,1,1,0,0,5,0,1.0,-2,-12
Cc1ccc2nc(-c3ccccc3)c(CC(=O)O)c(C(=O)O)c2c1,4,1,6,-1,0,8,-2,1.1,-2,6
COc1cccc(C(=O)NN2CC(O)=C(c3nc4ccccc4s3)C2=N)c1,16,-7,2,2,7,-7,1,-1.9,-1,-6
NC(=O)c1c(NC(=O)c2ccccc2)sc2c1CCN(Cc1ccccc1)C2,4,11,6,4,-6,8,12,1.4,-5,-13
COc1ccc(-n2c3c(cc(C(=O)Nc4cccc(C)n4)c2=O)C(=O)CC(C)(C)C3)cc1,-4,3,4,1,33*,-3,1,-3.0,0,-1
Cc1ccc(Cc2cnc(NC(=O)CN3CCOCC3)s2)cc1Cl,-2,-1,4,2,-4,-7,-4,-0.1,2,-14
Cc1nn(CC(C)C)c2sc(C(=O)NC3CC(C)(C)NC(C)(C)C3)cc12,4,7,-11,-6,-1,-9,1,0.8,3,-5
Cc1ccc(N(Cc2cc3ccccc3[nH]c2=O)S(C)(=O)=O)cc1,-8,0,-1,-3,2,4,0,1.3,3,2
COc1cc(S(=O)(=O)Nc2ncn[nH]2)ccc1Cl,11,-4,-3,-9,3,-1,-3,-1.2,5,-3
CCOC(=O)C1=C(c2ccccc2)NC(=O)N(C(C)=O)C1c1cccc([N+](=O)[O-])c1 (configuration not stated),-6,1,3,-2,-1,-3,7,-2.6,-2,-10
Cc1cccc(N2CCN(C(=O)CSc3ccc4c(c3)OCCO4)CC2)c1C,-2,-4,0,1,6,-11,5,-3.0,-1,-15
O=c1[nH]c(SCCOc2ccccc2)nc2ccccc12,3,5,-1,-1,46*,9,-5,40*,0,-13
Cc1cccc(NC(=O)COC(=O)c2cc(C)oc2C)c1,-5,-2,2,0,3,8,1,-2.1,-1,-13
Fc1ccc(CSc2ccc(-c3ccc4c(c3)OCO4)nn2)cc1,-1,3,8,0,2,-1,10,0.6,0,-1

# Screening results from PubChem BioAssay.
